IMP-1 inh: blocks Pseudomonas aeruginosa IMP-1 metallo-beta-lactamase. actives 0.45% (n = 290,000). purified IMP-1, nitrocefin hydrolysis, epi-absorbance fluorescence. inhibition, % at 5.6 µM. AID 1556;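 active means inhibition above the mean plus 3 SD of all compounds in the same screening run, cut at about 4.5% in these data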;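 further: 0% = IMP-1 with DMSO and 100% = DMSO wells lacking enzyme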
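assay system = purified recombinant IMP-1 metallo-beta-lactamase enzyme | schedule = 15 min preincubation plus 25 min reaction at 25 °C | signal = Epi-absorbance fluorescence, 480 nm excitation, 530 nm emission | read-out basis = percent inhibition from optical density relative to buffer-blank wells | controls = IMP-1 with DMSO as 0%, enzyme-free DMSO as 100%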
PHOSPHO1 block: blocks human PHOSPHO1 phosphatase activity. Q8TCT1. AID 1565. inhibition, % at 13.3 µM. actives 1.1% (n = 290,000). recombinant PHOSPHO1, absorbance phosphatase assay; in the data active means inhibition above about 60%
pCIP destab: p/CIP protein destabilization | Q05BA5 | F442A p/CIP-EGFP cells, EGFP fluorescence, 16 h | decrease of EGFP signal, % at 10 µM | actives 0.01% (n = 290,000) | AID 1984;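 active means EGFP signal decrease of at least 30% at 10 µM or well 3 SD below plate mean, unless failing retest; inactive means the rest, including hits failing retest or dose response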; further: some compounds called inactive have numbers as strong as hits; many of its hits are not listed in these tables
M18AAP inhibitor: PfM18AAP enzyme inhibition | recombinant PfM18AAP, H-Glu-NHMec fluorogenic cleavage | inhibition, % at 7.35 µM | actives 1.2% (n = 290,000);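 active means inhibition above the campaign mean inhibition over all tested compounds plus 3 SD, cut at about 28% in these data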;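 further: 0% = plate median of test compound wells and 100% = 2 mM ZnCl2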
GPR7 antagonist: blocks human GPR7 receptor signaling; GPR7-expressing cells, fluorescence antagonist assay; inhibition, % at 4.4 µM; actives 1.1% (n = 290,000); AID 1861; in the data active means inhibition above about 16%, passing the limit was not always enough;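 further: cells stimulated with the agonist NPW; 0% = agonist with vehicle and 100% = vehicle without agonist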
NALP1 inh: inhibitors of NALP1 inflammasome in yeast; S. cerevisiae NALP1/ASC/caspase-1 growth, X-gal OD620, 72 h; inhibition, % at 10 µM; actives 0.61% (n = 280,000); AID 2071; in the data active means inhibition mostly above about 24%, no sharp cut-off; inactive means mostly below about 32%; further: some compounds called inactive have numbers as strong as hits
IDE inh: cellular human IDE inhibition; P14735; HEK cells, FAbetaB cleavage, fluorescence polarization; inhibition, % at 5.59 µM; actives 0.41% (n = 320,000); AID 434962;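 active means percent inhibition above the average of all tested compounds plus 3 SD, set per screening campaign, cut at about 16% in these data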;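 further: IDE supplied by intact live HEK cells; FP after avidin binding of uncleaved biotin substrate so inhibition keeps polarization high; 0% = DMSO wells and 100% = 60 µM reference IDE inhibitor Ii1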
IDE act: boosts human insulin-degrading enzyme activity in HEK cells | actives 0.073% (n = 340,000) | P14735 | activation, % at 5.96 µM | FAbeta-B cleavage, fluorescence polarization; 0% vehicle, 100% cell-free pure enzyme wells;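 active means activation above the mean of all tested compounds plus 3 SD, set per screening campaign, cut at about 17% in these data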
VIM-2 inh: inhibitors of Pseudomonas aeruginosa VIM-2 metallo-beta-lactamase; purified VIM-2, nitrocefin hydrolysis, epi-absorbance fluorescence; actives 0.89% (n = 290,000); inhibition, % at 5.6 µM;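 active means inhibition above the mean of all tested compounds plus 3 SD, cutoff set per screening run, cut at about 7.5% in these data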;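 further: red hydrolysis product quenches plate fluorescence so inhibitors raise well fluorescence; 0% = enzyme with DMSO and 100% = DMSO without enzyme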
An asterisk follows results filed as active; x = no result given. An unsorted share of the library; any-hit rate near 5.3%.

SMILES	IMP-1 inh	PHOSPHO1 block	pCIP destab	M18AAP inhibitor	GPR7 antagonist	NALP1 inh	IDE inh	IDE act	VIM-2 inh
CCN(CC)S(=O)(=O)c1ccc(OC)c(NC(=O)c2cn(CC)c3nc(C)ccc3c2=O)c1	-1.1	4	-5	-10	-6	-17	0	3	0.8
N=C1S/C(=C\c2cn[nH]c2-c2ccc(F)cc2)C(=O)N1c1ccccc1F	-0.1	0	5	2	-1	22	-3	2	-0.8
O=C(Nc1ccc2c(c1)oc1ccccc12)c1ccncc1	-2.0	1	-7	0	4	13	1	-2	-3.3
Cc1ccc(NC(=O)C2COc3ccccc3O2)cc1C (stereo not drawn)	-1.3	10	-2	-4	-7	16	1	4	-0.6
Cc1ccc(C)c2sc(NC(=O)c3ccc(N4C(=O)CCC4=O)cc3)nc12	1.2	6	3	2	-9	18	-1	2	-1.6
COC(CNC(=O)CNC(=S)N(Cc1ccccc1)Cc1cccs1)OC	0.1	1	-14	-8	6	-9	-5	-3	-0.8
Cc1cccnc1NC(=S)NCCc1ccccc1	-0.6	-64	-6	42*	10	16	1	-6	-4.5
Cc1ccc(CNC(=O)C2CCCN2S(=O)(=O)c2ccc(Cl)cc2)cc1 (stereo not drawn)	-3.1	3	-8	-1	-18	16	1	0	-0.4
COc1cc(/C=C2/C(=N)N3C(SC)=NSC3=NC2=O)ccc1OC(=O)c1ccco1	-2.3	27	-36	-4	-7	-13	-2	-5	-3.0
COCc1cc(=O)[nH]c(Sc2c(-c3ccccc3)c3ccc(Cl)cc3[nH]c2=O)n1	-2.7	-12	5	4	-7	38	6	-6	-1.4

Limited to VIM-2 inh, for some of the entries so far:
SMILES	VIM-2 inh
O=C(Nc1ccc2c(c1)oc1ccccc12)c1ccncc1	-3.3
Cc1ccc(NC(=O)C2COc3ccccc3O2)cc1C (stereo not drawn)	-0.6
Cc1ccc(C)c2sc(NC(=O)c3ccc(N4C(=O)CCC4=O)cc3)nc12	-1.6
COC(CNC(=O)CNC(=S)N(Cc1ccccc1)Cc1cccs1)OC	-0.8
Cc1cccnc1NC(=S)NCCc1ccccc1	-4.5
Cc1ccc(CNC(=O)C2CCCN2S(=O)(=O)c2ccc(Cl)cc2)cc1 (stereo not drawn)	-0.4

New compounds follow:
SMILES	IMP-1 inh	PHOSPHO1 block	pCIP destab	M18AAP inhibitor	GPR7 antagonist	NALP1 inh	IDE inh	IDE act	VIM-2 inh
CC(OC(=O)CNC(=O)c1ccc2c(c1)OCO2)C(=O)NCCC1=CCCCC1 (stereo not drawn)	-2.2	3	-1	6	-2	1	-2	4	-0.3
Cc1ccccc1N1C(=O)[C@@H]2Cc3ccccc3CN2C1=O	-2.9	20	-7	0	3	10	6	3	-3.2
CCc1cc(=O)oc2cc(OCC(=O)N3CCC[C@H]3C(=O)O)ccc12	-4.2	23	5	-5	10	2	4	2	0.2
Cc1cccc2nc(CSc3nc4ccc([N+](=O)[O-])cc4[nH]3)cn12	-4.8	-11	0	-7	-2	17	6	3	-3.6
Cc1nnc(SCc2ccccc2C#N)n1-c1ccccc1	-6.7	7	-5	-9	-14	15	6	0	-0.8
CCCCC(=O)Nc1ncc2c(n1)CC(C)(C)CC2=O	-1.5	14	-12	0	-7	-7	3	5	-1.3
COc1cc(OC)cc(C(=O)N2CCN(Cc3ccc4c(c3)OCO4)CC2)c1	-1.4	19	-2	2	3	22	1	-1	0.2
COc1ccc(/C=C(/NC(=O)c2ccc(C)cc2)C(=O)NCC2CCCO2)cc1 (stereo not drawn)	-3.4	-8	6	-5	-4	-12	1	3	-1.3
CC1CCC(NC(=O)COc2ccc(C(=O)c3ccccc3)cc2)CC1 (stereo not drawn)	-0.4	-7	2	-6	-5	26	1	4	-1.8
CN(CC(=O)Nc1nc2ccccc2s1)S(=O)(=O)c1ccc(Cl)cc1	1.1	-2	-3	-2	-2	5	2	-3	-2.9
Cc1nc2cccc(C)n2c(=O)c1Cl	-4.3	17	4	-5	-4	8	-7	8	2.4
COc1ccccc1CC1(C)NC(=O)N(CC(=O)N2CC(C)OC(C)C2)C1=O (stereo not drawn)	-1.9	-2	-4	5	-13	27	1	5	-3.4
COc1ccc(S(=O)(=O)N2CC(C)N(S(=O)(=O)c3ccc(OC)cc3)CC2C)cc1 (stereo not drawn)	x	-25	-5	x	x	-2	-5	x	x
COC(=O)c1ccc(NC(=O)CCS(=O)(=O)c2ccc(Br)cc2)cc1	-2.5	-5	-6	-7	3	-7	-7	-2	-1.5
CC(C(=O)NCC1CCCO1)n1cccc1C(=O)c1ccccc1 (stereo not drawn)	0.1	0	-2	0	-9	5	0	1	-3.0
CC(C)Cc1ccc(C(C)C(=O)N2CCOCC2)cc1 (stereo not drawn)	-4.8	-14	-7	2	1	37	2	4	-4.1
COC(=O)Cc1[nH]nc2c1C1(CCSCC1)C(C#N)=C(N)O2	3.1	-7	-8	20	4	16	4	-1	-1.6
Cc1ccc(-c2nn(CC(=O)N(C)C)c(=O)c3ccccc23)cc1S(=O)(=O)N(C)C	1.3	5	-10	-3	10	-12	3	2	0.1
O=C(NC1CCCCCCC1)c1cc(-c2ccccn2)nc2ccccc12	-4.9	12	-6	-2	-11	4	1	0	-4.4
CCCCN1C(=O)/C(=C2/C=CC=CN2C)SC1=S	0.2	-13	1	-22	4	0	-4	5	-2.1

Shown as labelled records: entries from further up.
> COc1ccccc1CC1(C)NC(=O)N(CC(=O)N2CC(C)OC(C)C2)C1=O (stereo not drawn)
  IMP-1 inh: -1.9	PHOSPHO1 block: -2	pCIP destab: -4	M18AAP inhibitor: 5	GPR7 antagonist: -13	NALP1 inh: 27	IDE inh: 1	IDE act: 5	VIM-2 inh: -3.4
> COc1ccc(S(=O)(=O)N2CC(C)N(S(=O)(=O)c3ccc(OC)cc3)CC2C)cc1 (stereo not drawn)
  IMP-1 inh: x	PHOSPHO1 block: -25	pCIP destab: -5	M18AAP inhibitor: x	GPR7 antagonist: x	NALP1 inh: -2	IDE inh: -5	IDE act: x	VIM-2 inh: x

(list continues)
SMILES	IMP-1 inh	PHOSPHO1 block	pCIP destab	M18AAP inhibitor	GPR7 antagonist	NALP1 inh	IDE inh	IDE act	VIM-2 inh
CC(=O)Nc1ccc(S(=O)(=O)N(C)CC(=O)NC2=NCCS2)cc1	1.6	3	4	11	4	10	4	1	-3.1
CCO/C(C)=N/n1c2nc3ccccc3nc2c2c(=O)n(Cc3ccccc3Cl)c(C)nc21	0.0	12	9	2	-4	0	3	3	-1.6
COc1cc(Cl)c(C)cc1NC(=O)CCCn1c(=O)oc2ccccc21	-3.9	-9	-4	-1	-9	x	-4	0	-4.5
Cc1nc(Cl)sc1C(=O)Nc1ccc(Cl)cc1	-2.4	-13	-1	10	-8	23	-2	-2	-0.7
CC1CCCN(C(=O)/C(=C/c2ccco2)NC(=O)c2ccccc2)C1 (stereo not drawn)	-2.8	-12	-6	25	3	0	6	-1	-1.7
COc1cc(OC)cc(-c2cc3nc(C)c(CCC(=O)O)c(C)n3n2)c1	-2.4	6	-28	6	-13	-11	-1	4	-4.4
O=C(O)c1cncc(C#CCC2CCCCC2)c1	1.0	3	16	4	-2	19	13	5	1.7
Cc1nc2ccc(NC(=O)c3sccc3C)cc2s1	-1.4	25	-14	7	7	25	1	0	0.1
Cc1c(NC2=CC(=O)CC(C)(C)C2)ccc([N+](=O)[O-])c1C	-2.2	-8	-6	-1	-2	34	7	1	-2.2
Cc1cccc(C)c1OCc1cc(C(=O)N2CCN3CCCC3C2)no1 (stereo not drawn)	-2.9	31	-8	1	-18	12	x	-4	-0.6

Overlap with the part before: three entries, then new ones.
SMILES	IMP-1 inh	PHOSPHO1 block	pCIP destab	M18AAP inhibitor	GPR7 antagonist	NALP1 inh	IDE inh	IDE act	VIM-2 inh
Cc1nc2ccc(NC(=O)c3sccc3C)cc2s1	-1.4	25	-14	7	7	25	1	0	0.1
Cc1c(NC2=CC(=O)CC(C)(C)C2)ccc([N+](=O)[O-])c1C	-2.2	-8	-6	-1	-2	34	7	1	-2.2
Cc1cccc(C)c1OCc1cc(C(=O)N2CCN3CCCC3C2)no1 (stereo not drawn)	-2.9	31	-8	1	-18	12	x	-4	-0.6
Cc1cc(C(=O)O)ccc1-c1ccc(CO)o1	-3.2	35	26	5	-6	4	-6	6	-3.5
Cc1ccc(Nc2nc(Cl)c(C=O)s2)cc1Cl	-0.9	28	1	2	-3	-10	8	5	0.2
O=S(=O)(NCc1ccccc1)c1ccc(S(=O)(=O)N(Cc2ccccn2)Cc2ccco2)cc1	-2.3	-8	-12	5	1	22	-3	3	-5.6
CCn1c(-c2csc3c2CCCC3)n[nH]c1=S	-3.8	-5	-5	22	-14	24	3	-11	-3.3
Cc1ccc(/C=N/Nc2nc(C)cc(C)n2)cc1	-3.3	32	-3	12	-3	-9	-3	0	-4.8
CCO[C@@H]1OC(C(=O)NCc2nc3ccccc3[nH]2)=C[C@H](C2CC2)[C@H]1CCCO	-0.1	44	2	-1	-3	-1	-3	-2	-1.6
CCS(=O)(=O)N1CCCC(C(=O)NC2CCCCC2)C1 (stereo not drawn)	-1.6	43	8	2	-10	4	4	1	-2.6
CCOC(=O)CSc1ncc(-c2cccc(Cl)c2)cn1	-1.8	-1	3	-1	7	-7	0	3	-2.5
CC(C)(C)c1ccc(C(=O)NC2CCN(Cc3ccccc3)CC2)cc1	-1.0	x	-7	-5	1	9	-4	2	-1.6
O=C(Nc1ccc(Cl)cc1Cl)c1csc(-c2cccnc2)n1	-4.5	8	-14	-7	-11	x	-1	-4	-3.5
Cc1nn(-c2ccccc2)c(NC(=O)c2ccccc2)c1Br	-5.4	24	-12	8	-7	-1	4	-1	-1.2
Cc1ccc(NCc2ccncc2)c(Br)c1	-2.8	9	-5	2	-2	32*	-3	-3	-2.5
COCc1cc(=O)n2[nH]c(C(C)(C)C)cc2n1	-2.7	-10	3	0	3	-5	-12	6	-1.7

Source: PubChem (several laboratories)
